HGIII-sPLA2 inh = Blocks human group III sPLA2 activity. inhibition, % at 12.2 µM. AID 743126. QFRET BODIPY PC-A2 liposome hydrolysis, fluorescence. Q9NZ20. 370,000 compounds, 0.56% hits;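 active = inhibition above mean plus 3 SD of compounds lying within the high and low control bounds, cut at about 19% in these data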;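 note: 0% = median of test compound wells and 100% = no enzyme DMSO wells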
Target sequence (Q9NZ20 whole entry, looked up): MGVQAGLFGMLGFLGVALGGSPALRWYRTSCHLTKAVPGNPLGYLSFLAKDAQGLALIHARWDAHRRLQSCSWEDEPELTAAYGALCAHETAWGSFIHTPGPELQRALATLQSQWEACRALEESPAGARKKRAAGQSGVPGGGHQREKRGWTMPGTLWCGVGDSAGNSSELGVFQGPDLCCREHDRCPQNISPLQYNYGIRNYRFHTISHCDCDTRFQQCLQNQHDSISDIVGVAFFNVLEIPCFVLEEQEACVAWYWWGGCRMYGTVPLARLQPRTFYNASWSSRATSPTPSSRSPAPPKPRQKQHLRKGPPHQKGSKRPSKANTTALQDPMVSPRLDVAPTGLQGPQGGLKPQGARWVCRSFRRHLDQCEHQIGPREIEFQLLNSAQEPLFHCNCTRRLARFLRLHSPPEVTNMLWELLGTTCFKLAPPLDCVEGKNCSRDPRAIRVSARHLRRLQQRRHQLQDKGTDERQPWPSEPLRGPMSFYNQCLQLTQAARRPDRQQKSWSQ
ADAM10 inh = inhibits human ADAM10 | 370,000 compounds, 0.62% hits | O14672 | inhibition, % at 7 µM | recombinant ADAM10, EDANS/DABCYL FRET peptide cleavage, 3 h | AID 720582;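 active = inhibition above a per-campaign cutoff equal to the mean of compounds falling between control-based bounds plus 3 SD, cut at about 20% in these data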;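 note: 0% = DMSO wells while the 100% control is not disclosed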
PLCb3 inh = PLC-beta3 (human) inhibition, primary screen | Purified PLC-beta3, fluorogenic substrate, fluorescence | inhibition, % at 12.2 µM | 370,000 compounds, 0.18% hits | AID 720704; in the data active = inhibition above about 11%;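 note: 0% = median of compound wells on plate and 100% = full blocker control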
PLCg1 inh = inhibitors of human phospholipase C gamma1. 370,000 compounds, 0.84% hits. purified PLC-gamma1, fluorogenic substrate, fluorescence. inhibition, % at 12.2 µM. P19174; in the data active = inhibition above about 9.5%
GAA850 FXN act = increases GAA850 frataxin promoter reporter activity. AID 540364. HEK293 lucGAA850 FXN promoter luciferase reporter, 24 h; percent of 10 µM SAHA response. activation, % at 6 µM. 360,000 compounds, 0.56% hits;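 active = activation above the average of all compounds screened plus 3 SD, cutoff fixed separately per campaign, cut at about 7.5% in these data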;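 note: 0% = DMSO wells and 100% = 10 µM SAHA wells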
hgDAF12 agonist = hgDAF-12 agonism, primary luciferase screen | HEK293 GAL4-hgDAF12 UAS-luciferase reporter, agonist luminescence; normalized to butyrate control | activation, % at 6.8 µM | 370,000 compounds, 1.8% hits | AID 687014;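 active = activation above a cutoff set at the mean of all screened compounds plus 3 SD, cut at about 10% in these data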;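 note: 0% = DMSO wells and 100% = sodium butyrate wells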
hcDAF12 agonist = activates DAF-12 receptor from parasite H. contortus; HEK293 hcDAF-12 lit1-tk-luc reporter, luminescence; 0% DMSO, 100% Δ7-dafachronic acid; activation, % at 6.8 µM; 370,000 compounds, 1.4% hits;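 active = activation above the mean of all tested compounds plus 3 SD, cut at about 5.5% in these data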;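 note: 100% = response to 3 µM Δ7-dafachronic acid high control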
DAX1 inh-1 = inhibitors of DAX1 repression of SF-1 activated StAR promoter; HEK293T StAR-luciferase reporter, SF-1/DAX-1 repression relief; inhibition, % at 6.8 µM; 370,000 compounds, 1.1% hits; AID 652010;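 active = inhibition above the mean over all tested compounds plus 3 SD, cut at about 3.6% in these data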;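 note: 0% = DAX-1 cells with DMSO and 100% = cells lacking DAX-1 with DMSO; higher inhibition means more luminescence from relief of DAX-1 repression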
ADAM17 inh = ADAM17 inhibition, QFRET primary screen. 370,000 compounds, 0.83% hits. P78536. recombinant ADAM17, EDANS/DABCYL FRET peptide cleavage. AID 720648. inhibition, % at 6.95 µM;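 active = inhibition above the mean of compounds lying between control limits plus 3 SD, set per campaign, cut at about 8.5% in these data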;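 note: 0% = DMSO-only wells as the low control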
DAX1 inh-2 = inhibitors of human orphan nuclear receptor DAX1 (NR0B1); HEK293 Gal4-DAX1 luciferase reporter, luminescence; inhibition, % at 6.75 µM; 340,000 compounds, 0.99% hits; AID 504766;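 active = inhibition above the mean over all tested compounds plus 3 SD, cut at about 4.2% in these data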;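 note: 0% = DAX1-transfected cells with DMSO and 100% = empty-vector control cells with DMSO; inhibition shows as a rise in luminescence from relieved DAX1 repression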
Target sequence (P51843 207-470 limits assumed): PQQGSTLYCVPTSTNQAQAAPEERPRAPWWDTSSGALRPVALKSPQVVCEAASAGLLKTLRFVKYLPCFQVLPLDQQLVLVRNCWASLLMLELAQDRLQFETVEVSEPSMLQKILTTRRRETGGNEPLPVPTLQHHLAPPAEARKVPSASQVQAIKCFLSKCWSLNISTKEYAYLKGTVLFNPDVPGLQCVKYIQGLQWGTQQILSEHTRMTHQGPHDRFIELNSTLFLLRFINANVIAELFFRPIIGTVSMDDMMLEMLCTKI
ssDAF-12 act = activators of S. stercoralis DAF-12 nuclear receptor | HEK293 ssDAF-12/GRIP1 lit1-tk-luc reporter, luminescence; % of 3 µM dafachronic acid response | 370,000 compounds, 1% hits | AID 652126 | activation, % at 6.8 µM;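 active = activation above the mean over all tested compounds plus 3 SD, cut at about 0.9% in these data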;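 note: 0% = DMSO-only wells and 100% = 3 µM delta7-dafachronic acid wells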
The depositor's hits bear a star; / = not tested or not shown.

no.	Structure	HGIII-sPLA2 inh	ADAM10 inh	PLCb3 inh	PLCg1 inh	GAA850 FXN act	hgDAF12 agonist	hcDAF12 agonist	DAX1 inh-1	ADAM17 inh	DAX1 inh-2	ssDAF-12 act
1	Cc1ccc(/C=N\NC(=O)C2COc3cc4ccccc4cc3O2)o1 (configuration not stated)	-11	7	-5	-7	3.1	0.9	-1.3	-0.2	-2	0.3	-0.9
2	Nc1nc2c(ncn2[C@@H]2O[C@H](C(=O)N[C@@H](Cc3ccccc3)C(=O)NCC3CCCCC3)[C@@H](O)[C@H]2O)c(=O)[nH]1	0	-8	1	0	/	-1.3	-0.3	-1.2	-5	/	-0.8
3	Cc1ccc(SCCOCCN2CC(C)OC(C)C2)cc1 (configuration not stated)	-1	6	-2	1	-0.5	0.3	-0.7	0.8	-4	2.5	-0.2
4	CCc1ccccc1NC(=O)C1=CC(c2ccc(OC)c(OC)c2)=NS(=O)(=O)N1C	1	0	2	0	0.2	1.0	-1.4	0.6	-2	0.2	-1.7
5	Cn1c(=O)c2cccnc2c(=O)n1C	9	-20	-1	3	1.7	-1.3	-1.7	-1.4	-4	0.7	-1.0
6	CCN(CC)S(=O)(=O)c1cc(C(=O)Oc2cccc(-c3cnc4ccccc4n3)c2)ccc1OC	-7	-1	1	-1	4.3	5.2	0.1	0.8	-1	-1.1	-1.1
7	Cc1cccc(NC(=O)Cn2nnc(-c3cccs3)n2)c1C	-3	1	3	1	4.5	1.3	-1.6	-1.3	2	0.2	-1.6
8	COc1ccccc1NC(=O)Nc1nc(CC(=O)Nc2ccc(F)cc2)cs1	-3	-4	-9	1	-0.3	-2.5	-0.1	-2.1	-1	-1.3	-1.2
9	CC(=O)N1CCN(c2ccc(NC(=O)c3cccc([N+](=O)[O-])c3)cc2)CC1	5	-2	-7	0	-0.6	3.1	-2.6	-1.2	-1	-0.8	-1.4
10	CCOC(=O)N1CCN(c2ccc(F)cc2[N+](=O)[O-])CC1	4	7	5	4	1.1	-2.0	-3.2	0.5	0	-1.0	-0.9
11	CC(=O)c1c(C)[nH]c(C(=O)Nc2ccc(C)cn2)c1C	3	-3	2	0	-8.9	-4.5	3.1	1.0	-2	-3.8	-1.2
12	CC1=C(C(=O)N(C)C)CC(CC(=O)NCCN2CCOCC2)C(=O)N1CCC1=CCCCC1 (configuration not stated)	4	10	3	8	0.6	-1.7	0.0	0.5	3	-0.3	-0.9
13	Cn1ncc2c(NCc3ccccc3)nc(NCCCO)nc21	9	-11	-10	-1	0.8	-0.9	1.1	-0.2	-7	0.5	-1.4
14	Nc1cc(N)nc(SCC(=O)NCC2CCCO2)n1 (configuration not stated)	6	-3	0	0	-2.7	-0.2	-0.2	-0.3	-5	0.7	-1.1
15	Cc1nn(C)cc1CNC(=O)c1cccc(Br)c1	8	8	3	5	-0.2	-0.7	0.1	0.2	-3	0.1	-1.2
16	COc1cc2[nH]c(C)c(-c3ccccc3)c(=O)c2cc1Cl	7	-14	2	0	/	-2.1	-0.3	-0.3	-5	/	0.6
17	COC(=O)[C@@H]1CCCN1C(=O)c1cc(COc2cccc3cccnc23)on1	1	-34	-47	-26	-1.3	-0.3	-0.7	2.4	-9	0.7	-1.2
18	Cc1ccccc1NC(=O)CCN1CCCCCC1	2	6	5	5	-0.8	1.1	1.2	0.1	-5	0.5	-1.2
19	COc1ccc(N2CCN(c3ncnc4scc(-c5ccc(F)cc5)c34)CC2)cc1	8	15	-7	-4	2.6	-4.2	-3.5	-1.0	8	-0.4	-1.7
20	COc1cccc(OC)c1C(=O)OCC(=O)NCC(C)C	4	10	5	4	3.0	-0.1	0.0	1.9	0	-0.9	-1.9
21	O=C1c2cccnc2C(=O)N1Cc1ccc2c(c1)OCO2	3	3	0	-2	-0.9	-1.0	-0.4	-0.1	-3	0.6	-1.4
22	CCCn1nnnc1SCC(=O)N1CCN(C(=O)c2ccco2)CC1	2	0	3	2	-1.0	-0.2	-0.8	-0.1	-1	0.2	-1.3
23	CCOC(=O)c1[nH]c(C)c(/C(O)=C2\C(=O)C(=O)N(CCN(C)C)C2c2ccncc2)c1C (configuration not stated)	5	5	3	2	-3.2	1.1	-1.9	-0.2	-3	-0.7	-1.1
24	CC(=O)c1cccc(NC(=O)C2CC(c3ccc(F)cc3)=NO2)c1 (configuration not stated)	-1	4	1	-1	0.2	-1.5	-0.9	-0.6	-5	-0.8	-1.5
25	Cc1ccc(-c2noc(CC(c3ccccc3)c3ccccc3)n2)cc1	-5	-5	1	2	-0.8	-2.3	-1.7	-0.1	3	-1.1	-1.5
26	Cc1ccc(C2NC(=O)NC(O)(C(F)(F)F)C2C(=O)c2cccs2)o1 (configuration not stated)	-3	-7	3	-1	1.0	-0.4	0.5	-1.1	-3	2.0	-1.4
27	Cc1ccc(C23CCC(=O)N2C(C(=O)O)CS3)c(C)c1 (configuration not stated)	9	6	-8	0	0.6	2.9	-0.3	0.0	-6	-0.3	-0.6
28	O=[N+]([O-])c1ccc(S(=O)(=O)NCC(c2ccco2)N2CCc3ccccc3C2)cc1 (configuration not stated)	0	-6	0	-7	2.1	2.3	1.3	1.1	-4	0.1	-0.9
29	COC(=O)c1cc(CSc2nnc(NC3CCCCC3)s2)oc1C	0	-4	-7	1	1.8	-3.5	-3.3	-1.7	-4	-1.0	-1.2
30	CC(C)(C)C(=O)Nc1nnc(COc2ccc(Cl)cc2)s1	-4	0	-14	-2	5.3	1.7	-1.6	-0.1	-1	-0.2	-1.3
31	COC(=O)CCC(=O)Nc1sc(C)c(C)c1C(N)=O	12	4	1	1	-2.0	0.1	0.1	1.1	6	-0.4	-0.3
32	Cc1nn(-c2ccccc2)c2c1C(c1ccc(Cl)cc1)N(c1ccccc1)C(=O)N2 (configuration not stated)	9	4	2	0	-0.2	-1.6	-2.4	0.1	1	-1.4	-2.0
33	CCCCn1c(N)c(N(CCOC)C(=O)COC(=O)c2ccccc2OCC)c(=O)[nH]c1=O	3	9	-9	-2	0.9	-0.7	-2.0	1.2	-3	0.5	-1.6
34	CC(=O)N/C(=C\c1ccc(F)cc1)C(=O)NC(Cc1ccccc1)C(=O)O (configuration not stated)	-2	-2	-6	0	0.9	-4.3	-2.2	0.3	-3	0.2	0.0
35	O=C1CCCC2=C1C(c1ccc(OS(=O)(=O)c3ccc(Cl)cc3)cc1)C1=C(CCCC1=O)O2	-1	-4	2	-1	-0.8	-0.6	-1.2	-0.3	-2	7.2*	-1.4
36	Cc1noc(C)c1CSc1nnc2n(-c3ccccc3)c(=O)c3ccccc3n12	-2	1	-6	4	3.5	-4.8	-0.6	1.2	-2	2.9	-1.0
37	COc1ccc(C(=O)CSc2ncnc3nc[nH]c23)cc1	-24	-10	-8	0	0.7	-1.1	0.3	-0.5	-5	-0.2	-1.0
38	Cc1ccc(CC(=O)NCCCc2ccccc2)cc1	-4	0	0	-3	1.6	0.3	-0.8	-0.1	-5	0.7	-1.1
39	COc1cccc(NC(=O)N2CCC(n3nnc4ccccc43)CC2)c1	-7	-11	-12	0	-0.1	1.3	0.0	-0.1	-3	0.1	-1.1
40	CCc1cccc(CC)c1NC(=O)NC1CCCCC1	-5	-2	1	1	1.6	2.0	-1.3	0.3	-3	-1.4	0.0
41	O=C(COC(=O)c1n[nH]c2ccccc12)Nc1ccccc1Br	-18	0	1	6	0.3	7.2	4.5	0.6	-2	-0.1	0.4
42	Cc1ccc(/C=N/NC(=O)c2cccs2)cc1[N+](=O)[O-]	-12	-1	1	0	8.3*	4.7	2.3	0.7	0	-0.1	-0.2
43	CC(C)Cc1nnc(NC(=O)CCC(=O)NC2CCCCCCC2)s1	6	4	-5	4	2.4	-1.2	1.9	0.5	3	0.2	-1.1
44	COc1ccc(C(=O)C2CCCN(C(=O)c3ccc(F)cc3)C2)cc1OC (configuration not stated)	3	8	-7	-2	4.6	-1.7	-1.6	-0.7	1	0.7	-0.9
45	CCOC(=O)C1=CCC(c2cccn2C(=O)OC(C)(C)C)N(S(=O)(=O)c2ccc(C)cc2)C1 (configuration not stated)	-11	-21	-15	-10	/	-1.8	-0.3	-1.3	-7	/	-0.8
46	CCN(CC)C(=O)C(=O)c1cccn1-c1cccc(OC)c1C#N	1	0	0	0	0.2	-1.1	-0.7	-0.3	0	2.1	-1.5
47	Cc1c(C(=O)NCC2CCCO2)oc2c(Cl)cccc12 (configuration not stated)	6	-5	-8	-2	2.1	-1.1	-1.1	-0.3	-1	0.5	-1.2
48	O=C(NC1CCCC1)C1CCC(CNS(=O)(=O)c2ccccc2)CC1 (configuration not stated)	11	-9	-10	4	0.8	-0.5	-2.1	0.6	0	0.0	-1.0
49	CCn1c2ccccc2c2cc(NC(=O)CSc3nnc(-c4ccccc4)n3-c3ccc(C)cc3)ccc21	-1	5	-1	-2	/	1.5	-1.5	-0.8	3	/	-1.2
50	Cc1nnc(SCC(=O)N/N=C/c2cc(Cl)c(O)c(Cl)c2)s1	0	-6	-2	0	4.8	-1.9	-2.5	-0.4	-1	-1.5	-1.0

Next part
no.	Structure	HGIII-sPLA2 inh	ADAM10 inh	PLCb3 inh	PLCg1 inh	GAA850 FXN act	hgDAF12 agonist	hcDAF12 agonist	DAX1 inh-1	ADAM17 inh	DAX1 inh-2	ssDAF-12 act
51	O=C(O)C1=C[C@@H](C2CC2)C[C@@H](OCCCCO)O1	9	4	2	1	-0.4	-0.3	1.6	0.6	-3	0.5	-1.0
52	CCC(=O)Nc1nn(C)c2nc3c(C)cccc3cc12	-3	-67	-306	-250	2.2	1.2	-0.4	0.2	-21	0.9	-0.4
53	CC(C)(C)NC(=S)N/N=C/c1cc(Br)c(O)c(Br)c1	-20	-238	-46	-23	0.4	1.4	7.4*	-0.2	-88	2.1	0.9
54	CC(=O)N(Cc1cc(=O)[nH]c2ccccc12)c1ccc(C)cc1C	-2	-3	-3	4	2.6	-0.8	1.6	-0.3	-1	-0.2	-0.1

Among those listed so far, these have a tert-butyl group:
no.	Structure	HGIII-sPLA2 inh	ADAM10 inh	PLCb3 inh	PLCg1 inh	GAA850 FXN act	hgDAF12 agonist	hcDAF12 agonist	DAX1 inh-1	ADAM17 inh	DAX1 inh-2	ssDAF-12 act
30	CC(C)(C)C(=O)Nc1nnc(COc2ccc(Cl)cc2)s1	-4	0	-14	-2	5.3	1.7	-1.6	-0.1	-1	-0.2	-1.3
45	CCOC(=O)C1=CCC(c2cccn2C(=O)OC(C)(C)C)N(S(=O)(=O)c2ccc(C)cc2)C1 (configuration not stated)	-11	-21	-15	-10	/	-1.8	-0.3	-1.3	-7	/	-0.8
53	CC(C)(C)NC(=S)N/N=C/c1cc(Br)c(O)c(Br)c1	-20	-238	-46	-23	0.4	1.4	7.4*	-0.2	-88	2.1	0.9

Marked active in DAX1 inh-2 (from the list above):
nr	smiles	HGIII-sPLA2 inh	ADAM10 inh	PLCb3 inh	PLCg1 inh	hcDAF12 agonist	DAX1 inh-1	ADAM17 inh	DAX1 inh-2	ssDAF-12 act
35	O=C1CCCC2=C1C(c1ccc(OS(=O)(=O)c3ccc(Cl)cc3)cc1)C1=C(CCCC1=O)O2	-1	-4	2	-1	-1.2	-0.3	-2	7.2*	-1.4
